# Source: PubChem BioAssay
# KB-V1 cytotox – kills drug-selected multidrug resistant KB-V1 cells; 3.4% of 400,000 active; KB-V1 MDR cells viability, CellTiter-Glo, 72 h; AID 1347076; Potency, µM (top dose mostly 46.1 µM), for the others: at the top dose activity change, negative = cytotoxicity, usual class: cytotoxic; note: potency is the fitted concentration of half-maximal effect; % is set by controls: 0 for no effect and ±100 for the full control effect; nearly all actives have a fitted effect of over 60% in size
#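 Following 72 h at 37 degrees C with compound, KB-V1 cell viability was read by CellTiter-Glo luminescence, medium being phenol-red-free DMEM plus 10% FBS; concentration-response parameters came from normalized, curve-fitted qHTS data.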
# HT1080 IDH1KD tx – HT-1080 IDH1 knockdown cell toxicity (counter line) | HT-1080 IDH1 knockdown viability, ATP luminescence, 48 h | Potency, µM (highest dose often 46.1 µM), for inactives: at the highest dose activity, negative = toxicity, most hits filed as cytotoxic | 2% of 360,000 active | AID 686971;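 note: potency is the fitted concentration of half-maximal effect; 0% = DMSO wells and -100% = cell-free medium wells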
#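 Assay cells: HT-1080 with IDH1 knockdown, 750 per well, RPMI/5% FBS. Exposure: 48 h at 37 °C following 2 h pre-incubation. Read: CellTiter-Glo luminescence; fitted concentration-response, curve class assigned.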
# HT1080-NT tox – kills 2HG-producing HT-1080-NT fibrosarcoma cells; HT-1080-NT fibrosarcoma viability, CellTiter-Glo ATP luminescence, 48 h; Potency, µM (doses to about 46.1 µM), without a hit: at the top dose activity, negative = less viability, most hits filed as cytotoxic; 1.6% of 360,000 active; AID 686970;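 note: NT is the 2HG producing partner of a matched IDH1 knockdown line; potency is the fitted concentration of half-maximal effect; 0% = DMSO-treated cells and -100% = media-only wells without cells; nearly all actives have a fitted effect of over 55% in size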
#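 HT-1080-NT; 750 cells/well; 5% FBS RPMI; 48 h compound, 37 degrees C; CellTiter-Glo luminescence; curve fitting and curve-class assignment.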
# MCF10A rereplic – inducers of DNA re-replication in MCF 10A breast cells | MCF 10A DNA re-replication, Hoechst nuclear intensity, 48 h | 2.9% of 350,000 active | Potency, µM (titrated, usually from 46.1 µM), for inactives: at the highest dose activity, positive = re-replication, hits mostly activators; note: potency is the fitted concentration of half-maximal effect; % of control where 0% means no effect; nearly all actives have a fitted effect of over 50% in size
# ATXN2 expr inh – inhibitors of ATXN2 expression; HEK-293 ATXN2-luciferase reporter, luminescence, 24 h; Potency, µM (titrated, usually from 57 µM), inactives show top-dose activity change, negative = inhibition, hits mostly inhibitors; 0.72% of 360,000 active; AID 1745845; note: potency is the fitted concentration of half-maximal effect; % is set by controls: 0 for no effect and ±100 for the full control effect; nearly all actives have a fitted effect of over 55% in size
#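 qHTS (up to 57 uM final) was run with 24 h compound exposure of reporter cells at 37 °C. Each well was multiplexed: SteadyGlo luminescence measured ATXN2-luciferase expression after a fluorogenic Gly-Phe-AFC viability readout (25 uM final).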
# IL-1B inflam inh – inhibitors of inflammasome signaling (IL-1 beta secretion) | AID 743279 | THP-1 LPS/ATP IL-1B secretion, AlphaLISA, 16 h; active compounds read low | activity change, % at 57.5 µM | 4.7% of 360,000 active; in the data active = activity change below about -50%; inconclusive = mostly about -30% to -49%; note: % is set by controls: 0 for no effect and ±100 for the full control effect
#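 THP-1 cells pretreated 1 hr with compounds (up to 57.5 uM final), then stimulated with LPS (250 ng/mL final) plus ATP (1.25 mM final); secreted IL-1B measured by AlphaLISA after 16 hr, decreased signal indicating inhibition.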
# KB-3-1 tox – KB-3-1 parental cell cytotoxicity | KB-3-1 viability, CellTiter-Glo ATP luminescence, 72 h | Potency, µM (doses to about 46.1 µM), for inactives: at the highest dose activity change, negative = cytotoxic, hits mostly cytotoxic | 1.4% of 400,000 active; note: potency is the fitted concentration of half-maximal effect; % is set by controls: 0 for no effect and ±100 for the full control effect; nearly all actives have a fitted effect of over 60% in size
#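 Luminescent ATP read-out (CellTiter-Glo) measures survival of drug-naive KB-3-1 cells after 72 h compound exposure at 37 °C. Titration series was screened from lowest to highest concentration, with DMSO vehicle plates as background controls.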
# SW480 rereplic – inducers of DNA re-replication in SW480 colon cancer cells; SW480 DNA re-replication, Hoechst DNA content imaging, 48 h; 1.8% of 340,000 active; AID 624297; Potency, µM (highest dose often 46.1 µM), for inactives: top-dose re-replication activation, hits mostly activators; note: potency is the fitted concentration of half-maximal effect; % of control where 0% means no effect; nearly all actives have a fitted effect of over 55% in size
#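 First, 250 cells per well were seeded. Next, compound or vehicle (23 nL) was pinned in, plates sat 48 hr at 37 C. Finally Hoechst was added for 40 min before fluorescence scanning.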
# ATXN viability – cell viability loss in ATXN counter-screen | S2 cells (HEK-293 line with an ATXN2-luciferase reporter) viability, CellTiter-Fluor protease fluorescence, 24 h | Potency, µM (doses to about 56.7 µM), most hits filed as cytotoxic | 0.49% of 400,000 active | AID 651635; note: potency is the fitted concentration of half-maximal effect; nearly all actives have a fitted effect of over 40% in size
# * marks the source's active call; other numbers are inactive results; i = inactive; ? = inconclusive; / = no result given; [ ] = another dose, or the depositor's remark. Unless noted, calls come from the whole dose curve; as a rule, active = well fitted curve in the direction sought with a large enough effect; inconclusive = small, poorly fitted or top-dose-only effect, or another doubt; inactive = no such curve, though single readings can be large; an effect the other way counts as inactive or inconclusive.
SMILES,KB-V1 cytotox,HT1080 IDH1KD tx,HT1080-NT tox,MCF10A rereplic,ATXN2 expr inh,IL-1B inflam inh,KB-3-1 tox,SW480 rereplic,ATXN viability
CC1(C)CNC(=O)C=C(c2ccccc2)C1,15.3%,-8.5%,-2.6%,-19.2%,3.0%,-16.7,-11.8%,15.7%,i
Cc1ccc2c(C(=O)CSc3ccccc3)c(C)[nH]c2c1,5.6%,13.9%,?,0.3%,14.9%,0.0,0.0%,/,?
CCc1ccccc1NC(=O)CN1CCN(C(=O)CN2C(=O)NC3(CCCC3)C2=O)CC1,7.7%,7.4%,5.9%,?,/,-0.7,0.1%,-3.3%,?
CC(C)CNC(=O)CN1c2cccc3cccc(c23)S1(=O)=O,26.3%,1.3%,?,-7.0%,0.1%,0.4,13.7%,-12.1%,i
CC(C)NS(=O)(=O)c1ccc(OCC(=O)N2CCCC2)cc1,3.8%,6.1%,10.1%,?,4.7%,10.4,-3.6%,-2.2%,i
COc1ccc(CCNC(=O)c2cc(S(=O)(=O)N3CCOCC3)ccc2F)cc1,0.0%,-6.6%,-3.4%,-2.4%,-11.4%,-5.3,-8.1%,-3.3%,i
CCOC(=O)Cc1csc(NC(=O)c2ccc(Br)cc2)n1,-2.7%,-0.2%,1.6%,3.0%,-14.0%,12.0,-0.6%,-12.7%,i
CC(C)(C)c1ccc(C(=O)NCc2nnc(SCC(=O)NC3CCCCC3)o2)cc1,/,6.9%,8.3%,-0.4%,4.9%,-14.9,/,5.2%,i
CC(C)c1ncc(CO)n1Cc1c(Cl)cccc1Cl,-20.2%,3.8%,5.9%,/,/,2.6,-11.7%,/,i
O=C(c1ccccc1)N(C(=O)c1ccccc1)c1ccccc1,-8.0%,-23.2%,-26.3%,/,/,-2.7,-18.8%,/,i
COc1ccccc1N(CC(=O)NCCc1ccccc1)S(C)(=O)=O,-20.0%,5.2%,2.1%,0.5%,-1.8%,2.9,6.0%,1.7%,i
CCOc1ccc2[nH]c(=O)c(CN(CC3COCCO3)C(=O)c3ccco3)cc2c1 (configuration not stated),-18.4%,-0.5%,0.6%,0.0%,-0.7%,1.7,-0.4%,-3.7%,i
NC1=C(c2ccccc2)C(=O)NC1=O,4.4%,6.4%,2.3%,-8.9%,1.6%,-2.6,21.8%,-1.2%,i
COc1ccc(S(=O)(=O)N=N/C=C2\C=CC=CN2O)cc1OC,2.3%,-22.3%,-4.6%,/,/,-20.9,-19.3%,/,i
COc1ccc(N2C(=O)/C(=C\c3ccco3)N=C2SCC(=O)NC(C)C)cc1Cl,0.0%,-2.7%,22.8%,3.4%,3.3%,9.8,16.1%,-2.4%,i
Cc1cccc(C(=O)N=c2sccn2C)c1[N+](=O)[O-],-6.0%,21.2%,20.7%,-0.1%,31.4%[activator],-10.2,25.9%,?,i
C/C(CC(=O)Nc1cccc(F)c1)=N\NC(=O)c1ccncc1,18.5%,3.5%,1.7%,-0.4%,/,9.9,-0.7%,-9.1%,?
CC(C)(C)OC(=O)N1CCC[C@H]1C(=O)OCC(=O)Nc1cc(S(C)(=O)=O)ccc1Cl,/,11.2%,5.6%,?,12.9%,9.5,/,-5.0%,i
Cc1ccccc1Nc1nc(N)nc(COC(=O)CCS(=O)(=O)c2ccccc2)n1,1.0%,1.8%,7.1%,6.3%,16.5%,-3.0,26.6%,-6.6%,i
CCSc1nc2c(c(=O)[nH]c(=O)n2C)n1CC(O)COc1ccccc1 (configuration not stated),-22.9%,-0.1%,-10.1%,-3.5%,/,63.2,-7.8%,-3.0%,i
CSc1cccc(Nc2cc(C(=O)NC3CCCCC3)c3ccccc3n2)c1,-10.3%,/,/,/,-6.4%,/,?,/,i
O=C(c1ccco1)C(O)c1ccco1 (configuration not stated),5.7%,4.6%,1.9%,6.9%,/,5.8,12.5%,-7.5%,?
O=C(Cn1nc(C(=O)O)c2ccccc2c1=O)Nc1cc(S(=O)(=O)N2CCOCC2)ccc1Cl,22.5%,4.1%,10.1%,3.1%,-3.4%,11.6,?,-25.7%,i
Cc1ccc(OCc2ccc(C(=O)Nc3ccc(S(N)(=O)=O)cc3)o2)cc1,1.3%,7.8%,5.1%,11.8%,14.9%,0.0,?,?,i
COc1cc(C(=O)N[C@@H](C)C(=O)NCc2ccco2)cc(OC)c1OC,-2.3%,17.7%,14.6%,-3.2%,-19.8%,9.1,-8.0%,-2.9%,i
CCC(C)[C@H](NC(=O)[C@@H]1Cc2ccccc2CN1C(=O)OC(C)(C)C)C(=O)NCC1CCC(C(=O)O)CC1 (some centres not stated),9.6%,21.8%,20.0%,3.0%,-4.5%,29.7,6.3%,-5.3%,i
Cc1ccc2cc(CN(C(=O)c3cccc(Cl)c3)c3ccccc3)c(=O)[nH]c2c1,-0.7%,/,/,/,8.5%,/,6.8%,/,i
Cc1ccc(Nc2nc(N)nc(CN3CCN(c4ccccc4)CC3)n2)cc1Cl,16.4µM*,?,-29.8%,18.4µM*,-8.5%,?,0.5%,10.0%,i
CN(Cc1ccc(O)cc1)C1CCCCC1,-0.9%,-10.8%,4.5%,5.9%,-3.7%,0.0,1.9%,-0.4%,i
C[C@@H]1CN([C@@H](C)CO)C(=O)CCCn2nncc2CO[C@H]1CN(C)C(=O)NC1CCCCC1,6.9%,3.6%,4.8%,/,-0.6%,31.6,9.2%,/,i
Cc1onc(-c2ccccc2)c1-c1ccnn1S(=O)(=O)c1ccc(Cl)cc1,?,-24.9%,-5.6%,-13.2%,-23.1%,/,-4.2%,-50.3%,i
c1ccc(-c2noc(-c3ccno3)n2)nc1,19.3%,5.1%,6.8%,-1.6%,/,40.2,4.9%,1.3%,i
COc1ccccc1CN1C[C@@H]2C[C@@H](c3cccc(C)c3)N3CCC[C@@]23C1=O,-7.7%,-0.6%,-27.6%,-3.9%,-17.1%,-21.5,4.4%,-54.4%[inhibitor],i
O=C(Nc1ccc(Cc2ccncc2)cc1)C1CCC(N2C(=O)C3CC=CCC3C2=O)CC1 (configuration not stated),14.6µM*,-20.6%,-25.0%,-12.4%,-4.9%,-70.6*,0.7%,1.5%,i
COCCCNC(=O)C1CCC(Cn2c(=O)c3sccc3n(Cc3ccc(F)cc3)c2=O)CC1 (configuration not stated),0.7%,/,/,/,4.2%,/,-5.0%,/,i
O=C(NCc1n[nH]c(=S)n1-c1ccccc1)c1ccc(S(=O)(=O)N2CCCCC2)cc1,17.3%,10.1%,2.7%,4.7%,6.9%,62.0,2.9%,-20.5%,i
Cc1ccc(S(N)(=O)=O)cc1NC(=O)c1c(-c2c(Cl)cccc2Cl)noc1C,3.5%,/,/,/,9.3%,/,1.2%,/,i
Cc1ccc(N2C(=O)N(Cc3cc(=O)n4ccccc4n3)c3ccccc3S2(=O)=O)cc1Cl,?,/,/,/,-19.7%,/,-7.0%,/,i
Cc1ccc(/C=C/C(=O)Nc2nnc(SCc3ccc(C#N)cc3)s2)o1,-9.8%,?,-29.3%,?,-21.2%,5.7,14.0%,/,i
Cc1cccc(-n2cc(-c3ccccc3)c3c(NN4CCOCC4)ncnc32)c1,-23.1%,3.0%,9.9%,16.7%,-0.7%,-17.3,27.3%,0.5%,i
Cc1ccc2nc(N/N=C/c3ccccc3F)nc(-c3ccccc3)c2c1,?,-0.7%,5.1%,?,-17.4%,-52.6*,10.6%,22.1%,i
COc1cccc(/C=N/NC(=O)CC2C(=O)NN=C2C)c1OC (configuration not stated),16.1%,-1.1%,2.7%,-2.0%,-6.5%,13.2,-10.7%,-1.2%[9.22 µM],i
COc1ccc(C(=O)NC(=S)Nc2ccc3[nH]c(=O)[nH]c3c2)cc1Br,10.0%,6.0%,13.9%,/,/,-16.6,0.9%,/,i
COc1cccc(NC(C(=O)Nc2cccc(C(C)=O)c2)c2ccccc2)c1 (configuration not stated),?,-14.9%,1.0%,2.4%,6.5%,7.8,2.9%,1.5%,i
CC(C(=O)NN)n1nnc(N2CCOCC2)n1 (configuration not stated),8.2%,2.4%,0.1%,0.0%,/,17.5,9.5%,-25.1%,i
Cc1ccc(/C=c2/sc3n(c2=O)CCCN=3)o1,9.0%,9.3%,15.0%,6.8%,18.0%,0.0,2.7%,0.8%,?

# Some of the entries so far, with two lines to a compound:
# Second line of a record – KB-V1 cytotox, HT1080 IDH1KD tx, HT1080-NT tox, MCF10A rereplic, ATXN2 expr inh, IL-1B inflam inh, KB-3-1 tox, SW480 rereplic, ATXN viability
- Cc1ccc(S(N)(=O)=O)cc1NC(=O)c1c(-c2c(Cl)cccc2Cl)noc1C
    3.5%, /, /, /, 9.3%, /, 1.2%, /, i
- Cc1ccc(N2C(=O)N(Cc3cc(=O)n4ccccc4n3)c3ccccc3S2(=O)=O)cc1Cl
    ?, /, /, /, -19.7%, /, -7.0%, /, i
- Cc1ccc(/C=C/C(=O)Nc2nnc(SCc3ccc(C#N)cc3)s2)o1
    -9.8%, ?, -29.3%, ?, -21.2%, 5.7, 14.0%, /, i
- Cc1cccc(-n2cc(-c3ccccc3)c3c(NN4CCOCC4)ncnc32)c1
    -23.1%, 3.0%, 9.9%, 16.7%, -0.7%, -17.3, 27.3%, 0.5%, i
- Cc1ccc2nc(N/N=C/c3ccccc3F)nc(-c3ccccc3)c2c1
    ?, -0.7%, 5.1%, ?, -17.4%, -52.6*, 10.6%, 22.1%, i
- COc1cccc(/C=N/NC(=O)CC2C(=O)NN=C2C)c1OC (configuration not stated)
    16.1%, -1.1%, 2.7%, -2.0%, -6.5%, 13.2, -10.7%, -1.2%[9.22 µM], i
- COc1ccc(C(=O)NC(=S)Nc2ccc3[nH]c(=O)[nH]c3c2)cc1Br
    10.0%, 6.0%, 13.9%, /, /, -16.6, 0.9%, /, i
